# Screening data from PubChem BioAssay.
# TAG inh: reduces triacylglycerol accumulation in H9c2 cells | inhibition, % at 12.5 µM | 230,000 compounds, 0.66% hits | AID 651582 | Nile Red lipid (TAG) fluorescence; cells loaded with 200 µM oleic acid;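 active = pattern-corrected inhibition of lipid staining of at least 50% with the nuclear-stain viability signal not falling by more than 50%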;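 also: 0% = DMSO wells and 100% = triacsin C control wells; some results filed as inactive read as strong as hits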
# TAG inh DAPI viability: further read-out of TAG inh, marked with its call; DAPI nuclei signal change (viability), lower = more cytotoxic, %;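 whole-well DAPI fluorescence read on a plate reader as a viability signal; minus 50 percent equals half of cells still viable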
# * hit, by the source's call. The list is partial, so the mix of outcomes need not match the whole.
Structure | TAG inh | TAG inh DAPI viability
CC1CCCC(NC(=S)NC(=O)c2ccccc2Br)C1C (configuration not stated) | -6 | -2
CCOc1ccc(CN(C)CC(=O)NCc2ccccc2)cc1 | 5 | -4
COc1cc(CN2CCCCCC2)cc(OC)c1O | 13 | 2
COc1ccc(-n2c(SCC(=O)N(C)c3ccccc3)nc3c([nH]c4ccccc43)c2=O)cc1OC | 11 | 1
Cc1ccccc1-c1csc(C(O)(c2ccccc2)C(F)(F)F)n1 (configuration not stated) | -14 | 12
O=[N+]([O-])c1cc2c(cc1Br)-c1ccccc1C2 | 9 | 1
Cc1cc(C)nc(N(C#N)Cc2cccc(Cl)c2)n1 | 14 | 1
COc1cc(/C=C2/NC(=O)NC2=O)cc(Br)c1OCc1ccccc1 | 11 | 3
Cc1cccc(NC(=O)Cn2c(=O)n(Cc3ccco3)c(=N)c3c4c(sc32)COC(C)(C)C4)c1 | -13 | 9
CCOP(=O)(OCC)C(Nc1ccccc1)c1ccco1 (configuration not stated) | -1 | 3
CCN(CC)C(=O)CSc1nnc(CSc2ncccn2)n1C | 9 | -5
Cc1nn(CC(=O)Nc2ccc3c(c2)nc(CN2CCCCC2)n3C)c(=O)c2ccccc12 | 1 | 1
CCN=C1SC(CC(=O)NC(N)=O)C(=O)N1CC (configuration not stated) | -8 | -8
NC(=O)[C@@H]1CC2(CC(c3cccc(NC(=O)CC(c4ccccc4)c4ccccc4)c3)=NO2)CN1C(=O)[C@@H]1CCC(=O)N1 (some centres not stated) | -1 | -5
CCN(CC)C(=S)Nc1ccc(OC(F)F)cc1 | -4 | 9
CCCN(Cc1cc2cc(C)ccc2[nH]c1=O)C(=O)c1ccccn1 | 3 | 1
CCCn1c(NC(=S)Nc2ccccc2)nc2ccccc21 | 14 | 10
CC1CCN(CC(=O)NC2CCCCC2)CC1 | 6 | 1
Cn1nc(OCCOc2ccccc2)ccc1=O | 20 | -13
Cc1ccc(Cl)cc1-c1cc(C(=O)NCc2ccc(C(F)(F)F)cc2)[nH]n1 | -81 | -2
CN(CC(=O)Nc1ccc(Cl)cc1)C(=O)CNC(=O)c1ccc2ccccc2c1 | 0 | 3
CCOc1cc(OCC)cc(C(=O)NC(=S)Nc2cccc(C(F)(F)F)c2)c1 | -27 | 5
NC1=NN=C(c2ccc3c(c2)OCCO3)CS1 | -1 | -12
COc1ccc(CNC(=O)C2CCCN(c3nccc(C)n3)C2)cc1 (configuration not stated) | -3 | 3
CC(=O)Nc1ccc(S(=O)(=O)Nc2nc3ccccc3nc2Nc2cccc(S(N)(=O)=O)c2)cc1 | -11 | 0

# Seven entries from above, ordered by molar mass, ascending:
Structure | TAG inh | TAG inh DAPI viability
NC1=NN=C(c2ccc3c(c2)OCCO3)CS1 | -1 | -12
CCN(CC)C(=S)Nc1ccc(OC(F)F)cc1 | -4 | 9
Cc1ccc(Cl)cc1-c1cc(C(=O)NCc2ccc(C(F)(F)F)cc2)[nH]n1 | -81 | -2
COc1cc(/C=C2/NC(=O)NC2=O)cc(Br)c1OCc1ccccc1 | 11 | 3
CN(CC(=O)Nc1ccc(Cl)cc1)C(=O)CNC(=O)c1ccc2ccccc2c1 | 0 | 3
Cc1nn(CC(=O)Nc2ccc3c(c2)nc(CN2CCCCC2)n3C)c(=O)c2ccccc12 | 1 | 1
NC(=O)[C@@H]1CC2(CC(c3cccc(NC(=O)CC(c4ccccc4)c4ccccc4)c3)=NO2)CN1C(=O)[C@@H]1CCC(=O)N1 (some centres not stated) | -1 | -5

# Additional compounds
Structure | TAG inh | TAG inh DAPI viability
CCn1c(C)nc2cc(C(=O)NNC(=O)CN(C)S(=O)(=O)c3ccc(NC(C)=O)cc3)ccc21 | 10 | -5
COc1ccc(S(=O)(=O)N(C)C[C@H]2Oc3ccc(NC(=O)c4ccncc4)cc3C(=O)N([C@H](C)CO)C[C@@H]2C)cc1 | 3 | 10
NCCCC[C@@H]1NC(=O)c2cc([N+](=O)[O-])cc(I)c2SC[C@@H](C(=O)NCC(N)=O)NC(=O)CNC1=O | 9 | 112
CCc1ccc(C(=O)NNc2ccc(Cl)cc2)cc1 | -19 | 0
CC1Cc2ccccc2N1C(=O)CSc1nnc2c(n1)[nH]c1ccc(F)cc12 (configuration not stated) | 4 | 3
CN(C)CCCNc1cc(O)c2ncccc2c1 | 77 | -77
CN(C)S(=O)(=O)c1ccc(N2CCCC2)c(C(=O)NC2CCCCC2)c1 | -7 | -1
CC(C)Oc1ccc(Cn2c(-c3ccco3)n[nH]c2=S)cc1 | -5 | -4
CCc1[nH]c(=O)c(C#N)c2c1CCCC2 | 4 | 9
Cc1oc2cc([N+](=O)[O-])c(O)c([N+](=O)[O-])c2c1C(=O)c1ccc(Br)cc1 | -7 | 2
COc1ccc(C(=O)NCC(c2ccco2)N2CCc3ccccc32)c(OC)c1 (configuration not stated) | -78 | 6
CCN(CC)C(=O)C1=C(C)N(CCCOC)C(=O)C(CC(=O)NCc2cccc3ccccc23)C1 (configuration not stated) | -2 | 14
Cc1cc(NC(=O)c2ccc(COc3ccccc3Cl)o2)no1 | -8 | -2
CCSc1nc2c(c(=O)n(C)c(=O)n2C)n1Cc1ccc(Cl)cc1 | -33 | -2
CC(C)(C)c1ccc(C(=O)N/C(=C\c2ccco2)C(=O)O)cc1 | 20 | -17
CCCCNC(=O)C(C#N)c1nc2ccccc2nc1N1CCN(c2ccccc2F)CC1 (configuration not stated) | 6 | -1
N#Cc1ccc(CSc2nnc(-c3cccc(S(=O)(=O)N4CCCCC4)c3)o2)cc1 | -53 | 11
Cc1ccc(C2CC(=O)Oc3cc(C)c(Br)c(C)c32)cc1 (configuration not stated) | -6 | -6
CC(C)(C)c1cc2nc(NCCOc3ccccc3)ccn2n1 | 9 | 2
Cc1cc(O)c(-c2cc(C(=O)NCCc3ccc(S(N)(=O)=O)cc3)[nH]n2)cc1C | -9 | 6
CC1CCc2c(nc3ncnn3c2NCCc2ccccc2F)C1 (configuration not stated) | -20 | -1
COc1ccc(NC(=O)CNS(=O)(=O)c2ccc(Cl)cc2)cc1 | -12 | 3
O=C(CCCOc1ccc(Cl)cc1Cl)N1CCCc2ccccc21 | -20 | 0
COc1ccc(/C=N/NC(=O)c2ccc3nc[nH]c3c2)c(OC)c1OC | -4 | 7
Cc1ccc(-c2nnc(SCC(N)=O)n2C)cc1 | -6 | 5
Cc1ccc(-c2nn(-c3ccccc3)cc2C(=O)N2CCN(c3ccccn3)CC2)cc1 | -38 | 13
Cc1ccc(S(=O)(=O)N2CCC(C(=O)O)CC2)cc1C(=O)O | 3 | 3
COc1cc(Cl)c(C)cc1NC(=O)CN(C)C1CCS(=O)(=O)C1 (configuration not stated) | -5 | -7
CCOC(=O)C(C)Sc1nc2ccccc2c(=O)n1CC (configuration not stated) | -19 | 6
CCc1c(C)nc(SCC(=O)CC(=O)OC(C)C)c(C#N)c1C | 0 | 6
CSc1ccc(CNC(=O)C2CCC(=O)N(CCc3ccc(Cl)cc3)C2)cc1 (configuration not stated) | -5 | 7
COc1ccc(S(=O)(=O)c2c(C)c(NS(=O)(=O)c3ccccc3)cc(C)c2O)cc1 | -2 | -7
COC(=O)c1ccccc1NC(=O)c1cc2n(n1)C(C(F)F)CC(C(F)F)N2 (configuration not stated) | 7 | 1
CC(C)NC(=O)c1cc2ccccc2o1 | -4 | -2
Cc1nn(C(C)C)c(C)c1CN1CCN(Cc2ccsc2)C(CCO)C1 (configuration not stated) | -3 | 6
O=C(COc1ccc(Br)cc1Cl)c1ccc[nH]1 | 12 | -5
O=C(N1CCOCC1)C12CC3CC(C1)CC(C(=O)N1CCOCC1)(C3)C2 | 10 | 0
C/C(=N\OC(=O)c1ccc(F)cc1)c1sc(-c2ccc(Cl)cc2)nc1C | -1 | -7
COC(=O)C1=C(C(=O)OC)[C@]2([C@@H]3CCCCN[C@@H](Cc4ccccc4)C(=O)N3Cc3ccccc3)C=C[C@H]1O2 | 13 | 6
Cc1ccc(C)c(S(=O)(=O)NCC(=O)OCC(=O)Nc2sccc2C(N)=O)c1 | 3 | 0
COc1ccc(Cn2c(=O)[nH]c3cc(C(=O)NCCCN4CCCC4)ccc3c2=O)cc1 | 18 | -3
CSc1sc(C(=O)NNC(C)=O)c2c1C=CCC2 | -8 | 9
COc1ccc(-c2cc(N)n(S(=O)(=O)c3ccc(F)cc3)n2)cc1OC | -28 | 14
CC(C)Cc1ccc(C(C)NC(=O)c2ccc(=O)[nH]c2)cc1 (configuration not stated) | -14 | -7
CC1CCc2ccccc2N1CC(=O)Nc1cccc(S(=O)(=O)N2CCCC2)c1 (configuration not stated) | -1 | -19
CCCc1cc(C(=O)N2CCCC(C(=O)c3cccc4ccccc34)C2)n(C)n1 (configuration not stated) | -12 | -3
COc1ccc(NC(=O)c2ccc(C(=O)c3ccccc3)o2)cc1 | -61 | 1
O=C(COc1ccccc1)Nc1ccc(N2CCCCC2)cc1 | -7 | -5
COc1ccc(/C=N/N=C2\SCC(=O)N2c2c(C)n(C)n(-c3ccccc3)c2=O)cc1OC | -4 | 4
CC(C)(C)c1ccc(OCC(=O)Nc2cccc(S(=O)(=O)NC3=NCCCCC3)c2)cc1 | 12 | -4

# The list goes on:
Structure | TAG inh | TAG inh DAPI viability
Cc1ccc(S(=O)(=O)Nc2cc(-c3ccccc3)nn2C)cc1 | 12 | -29
CC1=NN(C(=O)c2ccoc2C)C(O)(C(F)(F)F)C1 (configuration not stated) | 7 | -11
CCCCN(C(=O)c1cccc(S(=O)(=O)N2CCN(C)CC2)c1)c1c(N)n(CCC)c(=O)[nH]c1=O | -9 | 9
C=CCn1c(SCC(=O)NC2CC2)nnc1-c1ccccn1 | 17 | 5
Cn1c(SCC(=O)c2ccccc2)nnc1-c1cccnc1 | 13 | -5
Clc1ccc(OCCSc2nnnn2C2CCCCC2)cc1 | -1 | 2
Cc1cccc(N2CCN(C(=S)c3ccc([N+](=O)[O-])cc3)CC2)c1 | -8 | 5
O=C(CCc1nc2ccccc2s1)Nc1cccnc1 | 8 | 0
CN(Cc1ccccc1)C(=O)COC(=O)c1c[nH]c2ccccc12 | 9 | -16
O=[N+]([O-])c1ccc(OCCCCCN2CCOCC2)cc1 | -29 | 13
COc1ccc(S(=O)(=O)NCCc2c[nH]c3ccc(C)cc23)cc1 | -28 | 4
COc1cccc(/C=C/C(=O)OCC(=O)NCCc2ccccc2)c1 | -1 | -2
O=C(Nc1ccc(F)cc1)N1CCN(c2ccc(F)cc2)CC1 | 10 | -4
CCN(CC)CC#Cc1ccc(C)cc1 | 3 | -6
COc1ccccc1CNC(=O)COC(=O)Cc1cccs1 | 9 | -10
COc1ccc(NC(=S)Nc2cccc3ccccc23)cc1OC | -5 | 1
CCOc1ccc(CCNC(=O)C(CCC(N)=O)NC(=O)OCc2ccccc2)cc1OCC (configuration not stated) | 16 | -4
COc1ccc(NC(=O)C2CCCN(S(=O)(=O)c3ccc4c(c3)oc(=O)n4C)C2)cc1OC (configuration not stated) | -3 | -2
OC(COc1c(F)cc(Br)cc1F)CN1CCN(c2ccc(F)cc2)CC1 (configuration not stated) | -9 | 2
CCN(C(=O)CN1C(=O)c2ccccc2S1(=O)=O)C1CCCCC1 | -8 | 2
CON(C)S(=O)(=O)c1cccc(C(=O)N(CC(=O)Nc2ccccc2C(F)(F)F)Cc2ccco2)c1 | 15 | -3
COc1ccc(/C=N/NC(=O)CSc2nnc(CCCc3ccc(OC)c(C)c3)o2)cc1 | 23 | -1
O=C(CSc1n[nH]c(=O)[nH]c1=O)Nc1cccc(S(=O)(=O)N2CCOCC2)c1 | 5 | 0
COc1ccc(-c2nc(=S)n3ccsc3n2)cc1OC | 11 | 3
CCOC(=O)c1[nH]c2ccc(OC)cc2c1NC(=O)c1cccc(OC)c1 | 30 | -8
O=C(NNc1ccccc1)c1ccc(Cl)c(Cl)c1 | -16 | -2
COc1ccc2nc(SCC(=O)C(C)(C)C)[nH]c2c1 | -7 | 2
CC(C)CN(C(=O)COC(=O)c1ccc2ccccc2n1)C1CCS(=O)(=O)C1 (configuration not stated) | -12 | -1
O=S(=O)(NCCNc1nccc(C(F)(F)F)n1)c1ccccc1 | 1 | -2
COc1ccc(C(=O)C(=NNc2ccccc2)c2ccc(OC)cc2)cc1 | 6 | 4
Cc1cc(C)c2c(n1)SCC(=O)N2CC(=O)Nc1cccc(Cl)c1 | 15 | -11
CCOC(=O)c1cc(C)sc1NC(=O)CN1CCN(C(=O)c2ccco2)CC1 | 10 | -1
CCOCCCNC(=S)N1CCN(c2nc(-c3ccccc3)cs2)CC1 | -8 | 0
COCCNC(=O)C1(C)CCCN(Cc2cc(-c3ccccc3)n(C)n2)C1 (configuration not stated) | -26 | 14
COc1ccc(C(C)=O)cc1COC(=O)C1CC(=O)N(Cc2ccccc2)C1 (configuration not stated) | 6 | -1
Nc1nc(-c2ccccc2)c(CCCOc2ccc(NC(=O)CBr)cc2)c(=O)[nH]1 | -5 | 3
CSc1ncnc2c1ncn2CCCNCCCc1ccccc1 | 1 | 7
COc1ccc(S(N)(=O)=O)cc1C(=O)OCCCOC(=O)c1cc(S(N)(=O)=O)ccc1OC | 0 | 2
CCOC(=O)C1=C(C)N=c2s/c(=C\c3ccncc3)c(=O)n2C1c1ccc2c(c1)OCO2 (configuration not stated) | 0 | 4
CCOc1ccccc1C(=O)NC(C(=O)Nc1cccnc1)C(C)C (configuration not stated) | 15 | -9
Cc1nnc(NC(=O)CSc2nc3[nH]ncc3c(=O)[nH]2)s1 | 7 | 11
O=C(c1ccc(COc2c(F)c(F)cc(F)c2F)o1)N1CCN(c2ccccc2)CC1 | -15 | 12
CCc1ccc(NC(=S)N2CCN(S(=O)(=O)c3ccccc3)CC2)cc1 | 8 | -2
Cc1ccc(C(=O)NCCN2CCN(C(=O)c3ccc(C)c(C)c3)CC2)cc1C | 15 | -9
O=C(NCc1ccncc1)c1csc([C@@H]2C[C@H](O)[C@@H](CO)O2)n1 | -21 | 6
O=C(N/N=C/c1cccc(O)c1)c1cc(-c2ccc3c(c2)OCO3)n[nH]1 | 2 | -2
O=C(O)CCn1c(O)c(C=C2N=c3ccccc3=N2)sc1=S | 0 | 1
CCOC(=O)CNC(=S)SC | -25 | 5
Cn1cccc1CC(=O)NNC(=S)Nc1ccc(F)cc1 | -2 | 4
COc1cc(NC(=O)C2(C)CCCN2C)cc(OC)c1OC (configuration not stated) | -4 | 8
